ERp5 block: blocks human ERp5 reductase activity on insulin. AID 651711. 0.05% of 350,000 active. ERp5 insulin aggregation, absorbance 650 nm, 90 min. inhibition, % at 9.99 µM;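 active = mean replicate inhibition above about 25%, with every replicate also reaching it, limit read from the data, passing the limit was not always enough; inconclusive = only one of those two criteria met; inactive = neither criterion met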
Target sequence (Q15084 whole entry, looked up): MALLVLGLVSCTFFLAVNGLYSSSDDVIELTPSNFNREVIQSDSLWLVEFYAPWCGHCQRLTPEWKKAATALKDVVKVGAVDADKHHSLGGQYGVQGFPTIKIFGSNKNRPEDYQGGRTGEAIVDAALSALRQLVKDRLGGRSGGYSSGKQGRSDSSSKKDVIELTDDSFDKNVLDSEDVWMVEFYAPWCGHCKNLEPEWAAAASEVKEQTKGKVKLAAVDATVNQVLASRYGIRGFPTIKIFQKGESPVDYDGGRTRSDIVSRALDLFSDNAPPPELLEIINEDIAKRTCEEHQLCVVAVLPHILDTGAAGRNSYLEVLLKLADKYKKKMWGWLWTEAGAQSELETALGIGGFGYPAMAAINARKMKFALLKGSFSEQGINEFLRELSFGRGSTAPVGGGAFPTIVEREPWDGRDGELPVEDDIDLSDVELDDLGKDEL
XiGFP reactiv: activators of X-chromosome reactivation in mouse fibroblasts | activation, % at 7.58 µM | XiGFP mouse fibroblasts, % GFP-positive cells imaging, 3 d; cells co-treated with 5-aza-dC sensitizer; scaled so ellipticine positive control = 100% | AID 743238 | 0.055% of 360,000 active;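 active = mean normalized replicate activation at least 10% and every replicate at or above 10%; inconclusive = only one of the two criteria met; inactive = mean below 10% and not all replicates reach 10%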;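 also: 0% = median of on-plate neutral control wells and 100% = ellipticine 6 µM median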
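assay system = SV40-immortalized XiGFP fibroblast cells, line 68-5-11 | buffer or medium = DMEM plus 5-aza-dC sensitizer | doses = single-point pinned compound dosing | times = 3-day compound exposure, then 15 min fixation at room temperature | benchmarks = positive control ellipticine, 6 µM final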
CFTR F508del cor: correctors of CFTR F508del function in bronchial epithelial cells. AID 720511. 0.36% of 350,000 active. activity (quench increase), % at 7.58 µM. CFBE cells, YFP halide quenching; stimulated with forskolin plus potentiator P3; % fluorescence drop versus neutral controls;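 active = mean added fluorescence quench of at least 8% versus neutral control, with both replicates also reaching 8%; inconclusive = only one of the mean or replicate conditions met; inactive = mean below 8% and not both replicates reaching 8%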;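 also: cells transiently co-express mutant CFTR-F508del with the halide-sensitive YFP; corrector assay measuring rescue of mutant channel to the surface after 24 h compound exposure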
DENV2 CPE: protects cells from dengue virus 2 cytopathic effect; DENV2-infected cells, cytopathic effect rescue, plate reader; CPE inhibition, % at 9.99 µM; 1.7% of 350,000 active; in the data active = CPE inhibition above about 20%, passing the limit was not always enough; inconclusive = no clear call, values can overlap the other calls; tested in BHK-21 cells;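 also: 0% = median of neutral control wells and 100% = median of positive control wells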
PAX8 inh HTS: inhibitors of PAX8 transcriptional activity in RMG-I cells. RMG-I TPO-luciferase reporter, SteadyGlo, 24 h. inhibition, % at 12.6 µM. 1.2% of 360,000 active;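 active = mean replicate inhibition at least 60% with every replicate also reaching 60%; inconclusive = only one of the two criteria is met; inactive = mean below 60% and not all replicates reaching 60%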;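 also: luciferase light reporting Pax8 driven TPO promoter activity; plate controls were median of neutral control wells for no effect and mitoxantrone controls for full effect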
ARNT TACC3 PPI: disruptors of human ARNT/TACC3 interaction. 0.66% of 390,000 active. inhibition, % at 9.99 µM. AlphaScreen His-ARNT PAS-B/GST-TACC3 binding, luminescence; TACC3 fragment carries E629A point mutation. AID 623870. Q9Y6A5;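 active = mean inhibition of replicates at least 50% and at least half of replicates each reaching 50%; inconclusive = half or more replicates reach 50% but mean below 50%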;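 also: 0% = complete ARNT plus TACC3 wells and 100% = ARNT alone without TACC3; many hits fall short of the cut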
EWS-Fli inh: EWS/Fli transcriptional activity inhibition; A673 NR0B1-luciferase reporter, viability-normalised; inhibition, % at 12.6 µM; 0.67% of 350,000 active; AID 651661;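 active = mean inhibition of at least 50% after viability correction, with every replicate also passing that limit; inconclusive = mean reaches 50% but only one of two replicates passes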;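 also: firefly luciferase signal divided by Alamar Blue viability fluorescence both relative to DMSO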
INS-1E GSIS act: primary screen for activators of insulin secretion dependent on glucose, INS-1E cells, GLuc reporter luminescence. INS-1E GLuc reporter insulin secretion, 2-3 h. activation, % at 16.6 µM. 0.61% of 370,000 active;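 active = lowest replicate activation of at least 40%, so every replicate reaches that level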;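 also: 0% = median of neutral control wells and 100% = median of IBMX positive control wells; some compounds called inactive have numbers as strong as hits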
Numbers without * were called inactive; ? = inconclusive; · = no result given; & = joins results of further samples. Compounds as they come. Share with any hit: about 4.2%.

Compound,ERp5 block,XiGFP reactiv,CFTR F508del cor,DENV2 CPE,PAX8 inh HTS,ARNT TACC3 PPI,EWS-Fli inh,INS-1E GSIS act
O=C(NCc1ccccc1)[C@H]1CCCN1C(=O)[C@H]1CCCN1C(=O)c1ccc(F)c(C(F)(F)F)c1,1,0.0,0.3,10,-10,·,1,25
Cc1ccccc1NC(=O)Cn1c([N+](=O)[O-])cnc1C,·,-0.1,·,·,2,-10,·,11
CNC[C@H]1Oc2ccc(NC(=O)Nc3ccc4c(c3)OCO4)cc2CC(=O)N([C@H](C)CO)C[C@@H]1C,0,-1.0,-4.0,16,-2,-4,17,7
CCN(Cc1ccccc1)C(=O)c1cc2c(=O)oc3ccc(C)cc3c2s1,-2,0.0,2.1,5,-12,·,-11,2
COc1ccc(OC2C(=O)N(Cc3ccc(F)cc3)C2c2ccc(OC)c(OC)c2)cc1 (stereo not drawn),9,·,3.9,·,·,-4,10,-4
C=CCOc1ccc(/C=C/C(=O)OCC(=O)N2CCC(c3ccccc3)=N2)cc1,7,0.0,-3.7,-6,-17,·,0,17
CCOC(=O)c1cnn(-c2ccc(NS(=O)(=O)c3ccc(Cl)cc3)cc2)c1C(F)(F)F,·,-0.1,1.1,-1,2,-6,6,·
Cc1ccc(CNC(=O)C(Cc2ccccc2)NS(=O)(=O)c2ccc3c(c2)CCC(=O)N3)cc1 (stereo not drawn),-7,-0.1,0.6,9,17,-10,7,0
COc1ccc(CNc2ncc(-c3ccccc3)n2C)cc1,-1,0.0,-0.4,-3,0,13,-20,-14
O=C(CNC(=O)C12CC3CC(CC(C3)C1)C2)N/N=C\c1ccco1,4,0.0,-3.4,1,-23,-8,1,0
OC[C@@H]1[C@@H](c2ccc(C#Cc3ccccc3)cc2)[C@@H]2CN(CC3CCOCC3)CCCCN12,3,0.1,-4.0,4,-27,-5,-1,-9
CO[C@@H](CN(C)S(=O)(=O)c1ccc(F)cc1)[C@@H](C)CN(C(=O)Nc1ccccc1F)[C@@H](C)CO,0,0.0,1.1,-2,-36,5,-10,3
CCCNC(=O)N(C)C[C@@H]1Oc2ncc(C#Cc3ccccc3F)cc2C(=O)N([C@H](C)CO)C[C@@H]1C,-5,-0.8,0.7,4,·,-6,-3,-4
C/C(=N\NC(=O)c1ccc(N2CCCC2=O)cc1)c1ccc(O)cc1O,-12,0.5,-0.9,16,3,-2,·,28
CC(CN1CCN(CC(C)C(=O)c2ccccc2)CC1)C(=O)c1ccccc1 (stereo not drawn),-3,0.7,0.1,1,16,-5,5,-13
Cc1ccccc1C(=O)NC(CC(C)C)C(=O)N1CCN(c2ccccc2)CC1 (stereo not drawn),2,0.2,-0.1,-7,6,4,4,-16
Cc1ccc(C(C(=O)NC2CCCC2)N(C(=O)c2csnn2)C2CC2)cc1 (stereo not drawn),1,0.1,-0.1,8,1,-1,5,-2
Cc1cccc(Nc2nc(N)c([N+](=O)[O-])c(NCc3ccco3)n2)c1,-4,0.0,3.4,7,48,8,-9,40
Cn1nc(C(=O)NCc2ccco2)c2ccccc2c1=O,1,0.0,-0.2,7,5,34,7,-6
Cc1cccc(OCC(=O)N2CCOCC2)c1,·,0.0,·,·,-23,-2,·,-8
COc1cccc(C(=O)Nc2c3c(nn2-c2ccc([N+](=O)[O-])cc2)CS(=O)(=O)C3)c1,0,0.1,1.1,-4,-1,3,10,-8
CCC1(c2ccccc2)NC(=O)N(CC(=O)N(C)Cc2ccccc2)C1=O (stereo not drawn),6,0.0,-1.6,8,-1,-9,-12,7
CSc1cccc(NC(=O)CCNC(=O)c2ccco2)c1,3,0.2,0.1,8,-4,-2,13,-10
OC1=C(O)c2nc3cc(F)ccc3nc21,1,0.0,-1.4,2,13,2,2,9
COc1ccccc1C(=O)Nc1ccnn1C1CCN(Cc2cnn(C)c2)CC1,8,0.0,-2.6,5,-20,0,·,21
CC(=O)N1[C@@H]2c3ccc(-c4ccccc4)c(=O)n3C[C@@H]2[C@@H](CO)[C@@H]1C(=O)NCc1ccccc1Cl,2,0.0,0.2,?,29,9,4,0
CC(C)Nc1nc(NC(C)C)nc(C(=O)OCCO)n1,-3,0.0,-1.5,-3,5,57*,-6,14
CN(CC(=O)Nc1ccccc1C(F)(F)F)C(=O)C1CCN(C(=O)c2ccc(Cl)cc2)CC1,0,0.0,3.5,7,15,5,-5,-9
C/C=C/c1cnc2c(c1)C(=O)N([C@H](C)CO)C[C@H](C)[C@H](CN(C)C(=O)Cc1ccccc1)O2,-1,2.1,1.0,12,·,-20,-5,26
O=C(NCCc1ccncc1)[C@@H]1[C@@H](CO)[C@@H]2Cn3c(ccc(-c4ccccc4)c3=O)[C@@H]2N1C(=O)C1CC1,2,0.1,·,0,-14,1,4,1

Compound,ERp5 block,XiGFP reactiv,CFTR F508del cor,DENV2 CPE,PAX8 inh HTS,ARNT TACC3 PPI,EWS-Fli inh,INS-1E GSIS act
COc1cc2c(cc1C1NC(=S)NC(C)=C1C(N)=O)CCCC2 (stereo not drawn),3,0.0,-4.1,-1,1,-3,21,0
CCCNC(=O)N1[C@H](CO)[C@@H]2c3ccccc3N(C(=O)c3ccncc3)C[C@@H]21,4,0.0,-1.8,8,-5,-6,1,-1
CCOc1cccc2cc(C(=O)NCCC3=CCCCC3)c(=O)oc12,10,0.2,2.1,10,-15,-4,-14,5
CC(C)CCNC(=O)C1CCN(Cc2cccc(OCc3ccccc3)c2)CC1,-5,0.0,-3.7,-7,-6,-2,13,-27
Cn1c(SCC(=O)Nc2nccs2)nnc1C1CC1,1,0.1,-1.6,-8,·,0,-2,26
COc1ccc(OC(=O)COc2ccccc2C)cc1,1,0.0,-0.9,7,6,·,6,7
Cc1cc(=O)oc2c3c(cc(OCC(=O)NCc4ccccc4)c12)OC(C)(C)CC3,3,·,-1.3,13,·,-6,4,1
COc1ccc2c3c([nH]c2c1)[C@@H](CO)N(C(=O)CC1CC1)CC31CCN(C(=O)c2ccccc2)CC1,2,0.1,-1.5,-5,·,·,-4,12
COc1ccccc1N(CC(=O)Nc1ccc(Br)cc1F)S(=O)(=O)c1cccs1,-3,0.0,1.6,8,19,-4,6,-11
CCCN(C)C[C@H]1Oc2cc(C#CC3CCCCC3)ccc2S(=O)(=O)N([C@@H](C)CO)C[C@H]1C,·,0.0,6.1,·,·,·,11,1
CCOC(=O)NC(=O)CSc1ccc(C)cc1C,3,0.0,1.9,-5,-12,2,2,0
Cc1noc(C)c1NC(=O)N(C)C[C@H]1OCc2cnnn2CCCC(=O)N([C@H](C)CO)C[C@H]1C,-2&1,0.4&0.1,0.9&1.0,-4&-4,-10&-5,-3,-4&1,9&3
C[C@@H]1CN([C@@H](C)CO)C(=O)c2cc(-c3ccc(F)cc3)cnc2O[C@@H]1CN(C)Cc1cncnc1,-3,-0.6,1.9,9,·,-18,-14,11
O=C(C[C@H]1C[C@@H]2c3cc(NC(=O)Nc4ccccc4F)ccc3O[C@@H]2[C@@H](CO)O1)NC1CCCC1,0,-0.1,-1.6,23*,5,-10,-5,-27
O=C(C[C@H]1CC[C@H]2[C@@H](COC[C@@H](O)CN2C(=O)c2cnccn2)O1)NCc1ccc(Oc2ccccc2)cc1,2,0.3&0.1,1.1&-2.5,-3&19,-3,-1,0,9
COCC(=O)Nc1ccc2c(c1)[C@H]1C[C@@H](CC(=O)N3CCc4ccccc4C3)O[C@H](CO)[C@H]1O2,-2,0.1,-1.6,-4,·,0,8,3
CCOC(=O)C1=CNS(=O)(=O)NC1c1ccc(OC(C)=O)cc1 (stereo not drawn),-2,0.2,4.7,-9,13,-1,-9,1
C[C@H]1CN([C@@H](C)CO)C(=O)c2cccc(NC(=O)CCCCCC(=O)Nc3ccccc3N)c2O[C@@H]1CN(C)C,-1,-0.1,-1.7,23*,15,·,·,1
O=C(COC(=O)C1CCN(c2ccc(C(F)(F)F)cn2)CC1)Nc1cccc(F)c1,-6,0.0,1.0,-4,-14,-12,1,-3
C[C@@H]1CN([C@H](C)CO)C(=O)Cc2cc(NC(=O)NC3CCCCC3)ccc2O[C@@H]1CN(C)S(=O)(=O)c1ccc(Cl)cc1,2,-0.5,-4.6,13,20,-1,25,-18
O=Cc1c[nH]c2ccc(S(=O)(=O)N3CCOCC3)cc12,-3,-0.1,0.3,·,36,·,-11,23
C[C@H]1CN([C@@H](C)CO)C(=O)c2cc(C3=CCCC3)cnc2O[C@@H]1CN(C)C(=O)Nc1ccccc1,6,-0.5,0.9,-10,-2,-3,-6,-16
Nc1ncc(C(=O)O)c(-c2ccccc2)n1,-8,-0.2,0.2,-6,4,-3,-2,·
Cc1ccc2nc(-c3ccc(C#N)cc3)c(Cc3cccc(Cl)c3)n2c1,-2,0.1,1.3,0,-85,·,-16,-5
CCN(CC)CCCN(C(=O)c1cccc(C)c1)c1nc(-c2ccc(OC)cc2)cs1,2,0.2,0.6,-29,-5,17,6,·
CCOc1cc(C(C(=O)NCC2CCCO2)N(C(=O)Cn2nnc3ccccc32)c2ccc(OC)c(OC)c2)ccc1O (stereo not drawn),1,0.1,-1.2,3,-10,-2,7,-2
CCN1CCN(c2ncnc3c2cnn3-c2ccc(Cl)cc2)CC1,-4,0.0,1.3,50*,-187,-14,-55,·
CCCNC(=O)Nc1ccc2c(c1)OC[C@@H](C)N(C(=O)C1CCCCC1)C[C@@H](C)[C@H](OC)CN(C)C2=O,1,-0.3,-2.4,0,-7,0,4,-16
CCOC(=O)C1(CCc2ccccc2)CCN(C(=O)CN2CCOC2=O)CC1,-7,-0.1,-1.1,2,14,·,-30,2
CCOP(=O)(OCC)/C(=N/OC(=O)c1cccc([N+](=O)[O-])c1)C(N)=O,3,0.0,0.5,-1,7,0,-4,17

Compound,ERp5 block,XiGFP reactiv,CFTR F508del cor,DENV2 CPE,PAX8 inh HTS,ARNT TACC3 PPI,EWS-Fli inh,INS-1E GSIS act
CC1(NC(=O)CSc2nnc(-c3ccco3)n2Cc2ccccc2)CCS(=O)(=O)C1 (stereo not drawn),-3,0.1,-3.6,7,11,-5,-3,10
COc1cc2c(-c3ccc4[nH]ccc4c3)c(-c3ccc(C#N)cc3)oc(=O)c2cc1OC,-3,0.4,3.2,2,42,-1,17,2
COc1ccc(-c2cc(C(=O)Nc3cc(C)n(Cc4ccc(Cl)cc4)n3)no2)cc1OC,5,·,0.5,-3,·,-1,28,7
COc1ccc(C(=O)NCCNC(=O)c2cnccn2)cc1OC,6,0.4,1.8,4,-6,7,6,-2
COc1ccc([C@H]2/C=C\CN(C(=O)C3CC3)[C@@H](C)C(=O)N2Cc2ccc(F)cc2)cc1,0,-0.1,1.0,7,-5,-4,10,-18
O=C1CCCN2N=C(SCC(=O)Nc3ccc(Cl)cc3)SC2=N1,-1,0.2,-1.6,1,-17,-5,-5,0
O=C1C(Nc2ccccc2)=C2CCCC=C2N1c1ccccc1,6,0.0,-0.8,-2,-30,3,-7,0
Cc1ccc(NC(=O)C2C3CCC(O3)C2C(=O)O)cc1C (stereo not drawn),5,4.4,2.1,15,2,1,1,-24
O=C(c1cccc(Cl)c1)N1CCC2CC1c1cc(-c3ccccc3)ccc12 (stereo not drawn),5,0.2,-3.4,-8,-15,-6,6,-1
